High-throughput results: PubChem BioAssay, National Center for Advancing Translational Sciences (NCATS)
TbPYK inhibitor: inhibitors of Trypanosoma brucei pyruvate kinase. Q57TT1. TbPYK enzyme, Kinase-Glo Plus ATP luminescence, 45 min. Potency, µM (series often up to 76.8 µM), inactives show at the top dose activity, negative = inhibition, most hits filed as inhibitors. 0.12% of 410,000 active. AID 624173; also: potency is read from the fitted curve at half-maximal effect; % is scaled to controls: 0 for no effect and ±100 for the full control effect; nearly all actives have a fitted effect of over 50% in size
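Activity of T. brucei pyruvate kinase was followed by Kinase-Glo Plus luminescence after the enzyme reacted 45 min at room temperature with 130 uM ADP (final) and substrate. Test compounds were added before ADP at multiple concentrations.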
LmPK inhibitor: inhibitors of Leishmania mexicana pyruvate kinase. 0.37% of 290,000 active. Q27686. purified LmPK, Kinase-Glo ATP luminescence, 1 h. Potency, µM (series often up to 57.5 µM), for inactives: at the highest dose activity change, negative = inhibition, most hits filed as inhibitors. AID 1721; also: potency is read from the fitted curve at half-maximal effect; % is scaled to controls: 0 for no effect and ±100 for the full control effect
Target sequence (Q27686 whole entry, looked up): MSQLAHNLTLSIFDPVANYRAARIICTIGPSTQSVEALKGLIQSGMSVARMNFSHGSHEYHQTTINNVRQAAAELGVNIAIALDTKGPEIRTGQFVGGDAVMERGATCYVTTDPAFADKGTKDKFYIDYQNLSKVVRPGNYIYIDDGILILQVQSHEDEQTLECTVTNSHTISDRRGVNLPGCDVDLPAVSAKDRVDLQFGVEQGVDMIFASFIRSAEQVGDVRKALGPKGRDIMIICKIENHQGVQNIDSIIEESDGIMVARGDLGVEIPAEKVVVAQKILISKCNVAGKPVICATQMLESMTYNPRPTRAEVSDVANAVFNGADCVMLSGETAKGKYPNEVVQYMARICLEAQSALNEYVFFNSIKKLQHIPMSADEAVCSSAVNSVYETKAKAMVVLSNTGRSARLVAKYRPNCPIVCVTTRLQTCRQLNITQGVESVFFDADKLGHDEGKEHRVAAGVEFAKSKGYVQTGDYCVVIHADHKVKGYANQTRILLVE
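Purified LmPK (0.1 nM) with 0.5 mM PEP and 0.1 mM ADP in imidazole buffer pH 7.2 with MgCl2/KCl, 1 h at room temperature. ATP formed was read by luciferase luminescence and normalized to no-enzyme and uninhibited controls.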
CHX counter: counter-screen for Shiga toxin inhibitors: cycloheximide protein synthesis inhibition; cell reporter, cycloheximide protein synthesis inhibition counterscreen; max response, %; 12% of 300,000 active; in the data active = max response mostly above about 13%, no sharp cut-off; inactive = mostly below about 14%; also: read at 38.3 µM for the half of the compounds with a filed dose; 0% is about no effect
Pf growth 96h: inhibits malaria parasite growth, 96 h | 6.9% of 320,000 active | Potency, µM (series often up to 28.7 µM), without a hit: at the highest dose activity change, negative = inhibition, hits mostly inhibitors | P. falciparum luciferase reporter growth, 96 h; also: potency is read from the fitted curve at half-maximal effect; % is scaled to controls: 0 for no effect and ±100 for the full control effect
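Parasite growth measured via integrated firefly luciferase reporter in P. falciparum. Infected erythrocytes at 2% hematocrit, 0.05% parasitemia final were treated 96 hours at 37 C under 5% CO2, and luminescence was read.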
Shiga toxin inh: blocks Shiga toxin action in Vero cells; Vero cells, Shiga toxin protein synthesis inhibition reporter; inhibition, % at 38.7 µM; 9.2% of 290,000 active; AID 2315; in the data active = inhibition mostly above about 28%, no sharp cut-off; inactive = mostly below about 43%; also: 0% is about no effect
HCV inhibitor: blocks hepatitis C virus | AID 651820 | Potency, µM (top dose mostly 41.8 µM), inactives show top-dose activity change, negative = inhibition, most hits filed as inhibitors | Huh7.5.1 HCVcc-Cre infection, luciferase reporter, 44 h | 3.4% of 340,000 active; also: potency is read from the fitted curve at half-maximal effect; % is scaled to controls: 0 for no effect and ±100 for the full control effect
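Infectious HCV cell culture screen: compound-treated cells (1,000/well, pre-plated 4 h) are infected with HCVcc-Cre at roughly 0.5 moi and grown 44 h. Infection is quantified by luciferase signal after 15 min substrate incubation at room temperature.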
Pf growth 48h: inhibits P. falciparum growth in the first generation, 48 h; AID 504832; P. falciparum luciferase growth in erythrocytes, 48 h; 5.9% of 310,000 active; Potency, µM (doses to about 28.7 µM), for the others: top-dose activity change, negative = inhibition, most hits filed as inhibitors; also: potency is read from the fitted curve at half-maximal effect; % is scaled to controls: 0 for no effect and ±100 for the full control effect
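Read-out is firefly luciferase luminescence from an integrated reporter in P. falciparum, so falling signal marks reduced parasite growth. Infected erythrocytes were at 2% hematocrit and 0.1% parasitemia (final) in Albumax-supplemented RPMI 1640.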
Starred values were filed as active, the others as inactive; ? = inconclusive; · = no result given; [ ] = remark or other dose. Unless noted, calls follow the shape of the dose curve; as a rule, active = well fitted curve in the direction sought with a large enough effect; inconclusive = small, poorly fitted or top-dose-only effect, or another doubt; inactive = no such curve, though single readings can be large; an effect the other way counts as inactive or inconclusive.

Compound	TbPYK inhibitor	LmPK inhibitor	CHX counter	Pf growth 96h	Shiga toxin inh	HCV inhibitor	Pf growth 48h
CCCC(=O)N1c2ccc(-c3csc(N)n3)cc2CC1C (stereo unspecified)	-9%	-5%	82*	0%	71*	-14%	-35%
Cc1ccc2c(c1)N(C(C)C(=O)NCc1cccs1)C(=O)CO2 (stereo unspecified)	2%	-8%	12	1%	25	15%	-15%
CN(C)S(=O)(=O)c1cccc2c1C(=O)c1ccccc1C2=O	1%	-2%	-2	10µM*	-7	-2%	12µM*
Clc1ccc(Oc2nnnn2-c2ccccc2)cc1	-17%	0%	15	50%[activator]	27	-19%	33%[activator]
Cc1cc(C(=O)COC(=O)COc2ccc(C#N)cc2)c(C)n1C1CC1	-7%	·	·	30%[activator]	·	18%	8%
CCOC(=O)C(=N/O)/C(C)=N/NC(=O)C(=O)Nc1ccc(Cl)cc1	0%	8%	1	-11%	2	11µM*	43%[activator]
CCOC(=O)C1(Cc2ccccc2)CCN(Cc2cnc(N3CCOCC3)s2)CC1	-1%	-6%	-2	?	-13	?	-20%
O=C(CCN1CCCCC1)Nc1cccc(Br)c1	2%	-2%	-3	?	-4	-6%	1%
O=C(CSc1nnc(-c2cccs2)n1Cc1ccco1)c1ccc2c(c1)OCO2	-13%	0%	8	-19%	24	-14%	?
Cc1cc(C)c(C(=O)/C=C/c2ccco2)c(=O)[nH]1	?	13%	1	12%	-2	-5%	-21%
CC#CCCCC(=O)Nc1ccccc1C(=O)O	-13%	-2%	28*	31%[activator]	83*	3%	32%[activator]
Cc1ccc(CSc2nc3ccncc3[nH]2)cc1	-23%	?	15	?	-3	-7%	·
Cc1nc(N2CCOCC2)nc2c1CCCC2	-5%	-1%	9	38%[activator]	35	7%	·
Cc1cc(C)cc(OCC(=O)NCc2nc(-c3ccccc3)no2)c1	1%	6%	2	27%	17	10%	-6%
Cc1cc(C(=O)COC(=O)c2cc(Cl)c(O)c(Cl)c2)c(C)n1C	3%	·	·	16%	·	-2%	-5%
O=C(N/N=C/C(Br)=C/c1ccccc1)NC1CCCCC1	-1%	2%	50*	?	97*	-12%	?
COC(C(=O)Nc1ccc(Br)cc1F)c1ccccc1 (stereo unspecified)	3%	2%	10	0%	10	-2%	19%
CCn1c(O)c(N=NC(=O)Cn2ccc(C(F)(F)F)n2)c2ccccc21	-11%	-4%	10	0%	12	-2%	20%
Cc1ccc2nc(NCc3ccco3)c(C=NCc3ccco3)c(=O)n2c1	0%	3%	12*	30%[activator]	22	16%	11%
Cc1cc(C(F)(F)F)n(-c2nc(C(=O)Nc3cccnc3)cs2)n1	2%	0%	-1	30%[5.75 µM]	-7	-9%	-3%
O=c1ccc2cc3c(-c4ccccc4)coc3cc2o1	-5%	-1%	12	-12%	-6	?	6%
COC(=O)c1sccc1NC(=O)Nc1ccc(F)cc1	?	?	30*	-12%	20	16%	28%
COC(=O)[C@@H]1CCCN1Cc1nc(Cc2ccc(OC)c(OC)c2)no1	-20%	-8%	-1	?	-3	4%	17%
Cn1c(-c2ccccc2)cc2ccccc21	-1%	1%	7	24%	2	18%	22%
Cc1cccc(C)c1NC(=O)[C@H](C)N	0%[33.2 µM]	·	·	-20%[12.8 µM]	·	·	-12%[12.8 µM]
CCOC(=O)c1cccc(-n2c(C)nc3ccccc3c2=O)c1	1%	10%	-6	9.3µM*	-18	7%	18%
O=S1(=O)N=C(N(Cc2cccs2)c2ccc(O)cc2)c2ccccc21	0%	2%	1	10%	-2	-14%	-5%
CCN(CC)S(=O)(=O)c1ccc(S(=O)(=O)N(Cc2ccccn2)Cc2ccco2)cc1	-6%	2%	3	·	8	10µM*	?
CC(C)[C@H](NC(=O)N1CCC(Cc2ccccc2)CC1)C(=O)O	7%	1%	-5	18%	1	1%	11%
Cc1ccc(C#N)c(SCc2nnc(-c3ccc(Cl)cc3)o2)n1	-9%	2%	78*	22%	128*	1%	-79%
CC(CC(=O)NCc1ccc(Cl)cc1)c1ccccc1 (stereo unspecified)	-1%	-2%	2	?	-6	10%	14%
Cc1cc(Br)ccc1NC(=O)CNC(=O)CN(C)Cc1nc2ccccc2c(=O)[nH]1	-8%	4%	-2	2%	14	-9%	-3%
COc1ccc2[nH]c3c(c2c1)CCN1C(=O)N([C@@H](C)C(=O)NCc2c(F)cccc2Cl)C(=O)[C@]31C	3%	3%	-3	?	-8	?	?
COC(=O)Nc1nc(C)c(C(=O)N(C)C)s1	7%	-1%	-3	-21%	20	20%	?
Cn1c(=O)c([N+](=O)[O-])c(-n2ccnc2)c2ccccc21	-5%	9%	-6	54%[activator]	21	?	?
O=C1C=C(c2ccccc2Oc2ccccc2)C[C@@H](c2ccc3c(c2)OCO3)C1	-1%	·	·	?	·	?	3.7µM*
COCCn1c(=NC(=O)c2ccccc2[N+](=O)[O-])sc2cc(S(C)(=O)=O)ccc21	-6%	0%	26*	16%	21*	6%	6%
CCn1c(SCC(=O)NCc2ccc3c(c2)OCO3)nc2c(c1=O)SCC2	1%	-8%	2	-15%	-26	4%	0%
CC(C)CC(NC(=O)C1CCC(=O)N1)C(=O)NC(CC(C)C)C(=O)N1CCCC1C(N)=O (stereo unspecified)	1%	-2%	-1	?	12	17%	-1%
CC(=O)N/N=C(\C)C1COc2ccccc2O1 (stereo unspecified)	-2%	0%	5	0%	7	23%	9%
CSc1ccccc1NC(=O)CN(Cc1ccc(Cl)cc1)S(C)(=O)=O	1%	1%	-4	·	-4	7%	?
Cn1c(-c2ccncc2)nc2ccccc21	-2%	5%	1	?	·	6%	2%
CN(CC(=O)Nc1ccccc1Br)C(=O)CNC(=O)c1ccc(Oc2ccccc2)cc1	-1%	-5%	60*	-11%	55*	?	?
CCCc1cc2c(=O)c(-c3ccc4c(c3)OCCO4)c(C)oc2cc1OS(C)(=O)=O	0%	0%	3	?	24	2.2µM*	?
CSc1ccccc1NC(=O)C1C2CCC(C2)C1C(=O)O (stereo unspecified)	2%	3%	-2	3%	-9	21%	20%

Rewritten with values under each structure: entries from further up
Under each structure – TbPYK inhibitor	LmPK inhibitor	CHX counter	Pf growth 96h	Shiga toxin inh	HCV inhibitor	Pf growth 48h
- Cc1ccc(C#N)c(SCc2nnc(-c3ccc(Cl)cc3)o2)n1
  -9%	2%	78*	22%	128*	1%	-79%
- CC(CC(=O)NCc1ccc(Cl)cc1)c1ccccc1 (stereo unspecified)
  -1%	-2%	2	?	-6	10%	14%
- Cc1cc(Br)ccc1NC(=O)CNC(=O)CN(C)Cc1nc2ccccc2c(=O)[nH]1
  -8%	4%	-2	2%	14	-9%	-3%
- COc1ccc2[nH]c3c(c2c1)CCN1C(=O)N([C@@H](C)C(=O)NCc2c(F)cccc2Cl)C(=O)[C@]31C
  3%	3%	-3	?	-8	?	?
- COC(=O)Nc1nc(C)c(C(=O)N(C)C)s1
  7%	-1%	-3	-21%	20	20%	?
- Cn1c(=O)c([N+](=O)[O-])c(-n2ccnc2)c2ccccc21
  -5%	9%	-6	54%[activator]	21	?	?
- O=C1C=C(c2ccccc2Oc2ccccc2)C[C@@H](c2ccc3c(c2)OCO3)C1
  -1%	·	·	?	·	?	3.7µM*
- COCCn1c(=NC(=O)c2ccccc2[N+](=O)[O-])sc2cc(S(C)(=O)=O)ccc21
  -6%	0%	26*	16%	21*	6%	6%
- CCn1c(SCC(=O)NCc2ccc3c(c2)OCO3)nc2c(c1=O)SCC2
  1%	-8%	2	-15%	-26	4%	0%
- CC(C)CC(NC(=O)C1CCC(=O)N1)C(=O)NC(CC(C)C)C(=O)N1CCCC1C(N)=O (stereo unspecified)
  1%	-2%	-1	?	12	17%	-1%
- CC(=O)N/N=C(\C)C1COc2ccccc2O1 (stereo unspecified)
  -2%	0%	5	0%	7	23%	9%
- CSc1ccccc1NC(=O)CN(Cc1ccc(Cl)cc1)S(C)(=O)=O
  1%	1%	-4	·	-4	7%	?
- Cn1c(-c2ccncc2)nc2ccccc21
  -2%	5%	1	?	·	6%	2%
- CN(CC(=O)Nc1ccccc1Br)C(=O)CNC(=O)c1ccc(Oc2ccccc2)cc1
  -1%	-5%	60*	-11%	55*	?	?
- CCCc1cc2c(=O)c(-c3ccc4c(c3)OCCO4)c(C)oc2cc1OS(C)(=O)=O
  0%	0%	3	?	24	2.2µM*	?
- CSc1ccccc1NC(=O)C1C2CCC(C2)C1C(=O)O (stereo unspecified)
  2%	3%	-2	3%	-9	21%	20%

The listing continues:
Compound	TbPYK inhibitor	LmPK inhibitor	CHX counter	Pf growth 96h	Shiga toxin inh	HCV inhibitor	Pf growth 48h
ClCc1csc(-c2ccc(Cl)cc2)n1	-1%	-4%	-1	-2%	18	25%	6%
CN(CCOc1ccccc1)C(=O)C1CCC(=O)N(CCN2CCOCC2)C1 (stereo unspecified)	-11%	-8%	1	?	12	·	-7%
N#Cc1ccc(/C=N/NC(=O)CCc2ccc(S(=O)(=O)N3CCOCC3)cc2)cc1	-12%	-1%	-3	6.6µM*	8	11%	?
c1ccc(Cn2nnnc2C(c2ccccn2)N2CCOCC2)cc1 (stereo unspecified)	0%	-3%	-2	·	24	7%	-7%
CC1CC(C)CN(C(=O)COC(=O)CNS(=O)(=O)/C=C/c2ccccc2)C1 (stereo unspecified)	-4%	0%	-8	·	13	?	4%
C#C[C@@]1(O)CCC2C3CCC4=C/C(=N/OCC(=O)NC(CCC(N)=O)C(=O)O)CC[C@]4(C)C3CC[C@@]21C (stereo partly specified)	0%	6%	-2	20%	-3	12%	19%
Cc1ccc(N2CC(C(=O)Nc3ccc(C)c(S(=O)(=O)N(C)C)c3)CC2=O)cc1 (stereo unspecified)	3%	3%	-1	?	19	?	?
Cc1ccc(N(C(=O)CNC(=O)c2ccco2)C(C(=O)NC2CCCCC2)c2cccnc2)cc1C (stereo unspecified)	-3%	3%	-5	?	-2	18%	?
CCOC(=O)Cn1nc(C)c(NC(=O)COc2ccccc2[N+](=O)[O-])c1C	2%	3%	-2	-22%	1	-17%	-21%
CCOP(=O)(OCC)c1nc(-c2ccc(C)cc2)oc1NCc1ccccc1	3%	6%	-4	19%	24	-22%	?
Oc1ccc(Cl)cc1-c1cc(C(F)(F)C(F)F)nc(-c2ccccc2)n1	1%	4%	5	·	-10	?	1.3µM*
C=C1C[C@]2(O)[C@@]3(C)CCC(=O)C(C)(C)C3=C(O)C(=O)[C@@]2(C)[C@@H]2C(=O)O[C@@](C)(C(=O)OC)C(=O)[C@@]12C	-7%	8%	26*	-16%	64*	?	17%
